Screens as filed in PubChem.
Hsp70 inhibitors: small molecules displacing fluorescent ligand from Hsp70 – biochemical, fluorescence polarization, primary screen (AID 583); displacement, % at 20 µM, or IC50 in µM where a hit was titrated; Hsp70 fluorescence polarization probe displacement, mP; higher % means a stronger effect; hit rate 0.06% among 140,000; in the data active means displacement above about 50%;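 further: plate controls were vehicle for no effect and reference ligand for full effect; a part of the inactive calls stands beside numbers as strong as those of hits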
MKP-3 inhibition: inhibition of rat DUSP6 enzyme activity – biochemical, in vitro, primary screen (AID 425); recombinant MKP-3 phosphatase activity, fluorescence; higher % means a stronger effect; hit rate 0.17% among 110,000; one-dose inhibition, % at 20 µM; IC50 in µM for titrated hits; in the data active means inhibition above about 50%;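 further: plate controls were vehicle for no effect and reference inhibitor for full effect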
Starred values were filed as active, the others as inactive; x = not tested or not shown; & = joins results of further samples. Some of the compounds tested; count on the stated rates, not on these rows.

Every second line gives: Hsp70 inhibitors | MKP-3 inhibition
Cc1ccc(SCCc2ccncc2)cc1
  4.7% | -3.0%
COC(=O)CN(c1cc(Cl)ccc1OC)S(=O)(=O)c1ccccc1
  -0.5% | 0.7%
Cc1ccc(S(=O)(=O)N2CCN(C(=O)N3CCOCC3)C2C(C)C)cc1 (stereo not given)
  5.2% | -1.1%
O=C(CN(c1ccc(F)cc1)S(=O)(=O)c1ccc2c(c1)OCCO2)Nc1cccnc1
  -1.2% | -6.0%
O=C(CSc1ccccc1)Nc1ccccc1N1CCOCC1
  -5.4% | -13.9%
O=C(Nc1ccc(NC(=O)C2CCCN2C(=O)OCc2ccccc2)cc1)c1ccco1 (stereo not given)
  -3.3% | x
CC1CCN(CCc2nc3cc(NC(=O)NC4CCCCC4)ccc3n2C)CC1
  0.8% | x
O=C(c1ccc(-n2cnnn2)cc1)N1CCOCC1
  0.2% | -1.4%
CCN(CC)c1ccc(/C=N/Nc2ccccc2[N+](=O)[O-])c(O)c1
  1.4% | 3.5%
CCCCCCSC1=C(C#N)C(c2ccc(O)cc2)CC(=O)N1 (stereo not given)
  -1.6% | -6.7%
NC(=O)c1cccnc1
  -0.6% | x
Cc1ccc(NC(=O)C2CCCN(c3ncccn3)C2)cc1F (stereo not given)
  2.7% | 0.8%
COc1ccc(C=O)c2c(O)cccc12
  -6.4% | 2.4%
COCCNC(=O)Nc1ccc2nc3c4ccccc4c4ccccc4c3nc2c1
  -5.0% | 5.7%
CC(C)=C1SC(N2CCCCC2)=NC1=O
  -1.8% | x

Remaining list, next part
Every second line gives: Hsp70 inhibitors | MKP-3 inhibition
COc1ccc(CN(CC2CCCO2)S(=O)(=O)c2ccc(C(=O)O)cc2)cc1OC (stereo not given)
  0.7% | -2.1%
O=C(Nc1ccccc1C(=O)N1CCOCC1)c1ccco1
  2.7%&-2.4% | -9.6%&-0.3%
Cn1c(=O)c2c(-c3ccccc3)n(Cc3cccnc3)cc2n(C)c1=O
  1.6% | 1.4%
Cn1c(Cc2cccs2)n[nH]c1=S
  -4.2% | -15.0%
Cc1onc(-c2c(Cl)cccc2Cl)c1C(N)=O
  0.2%&-2.7% | -5.3%&2.7%
Cc1cc(C)nc(SCCS(=O)Cc2ccc(Cl)cc2)n1 (stereo not given)
  0.3% | -6.1%
O=c1oc2ccccc2c2nccnc12
  5.9% | -0.3%
COc1cccc(NC(=O)Cc2ccccc2[N+](=O)[O-])c1
  -0.3% | 4.6%
COc1ccc(N2C(=O)/C(=C/c3cc(Cl)cc(Cl)c3O)C(=O)NC2=S)cc1
  -3.7% | 4.1%
CCOc1ccc(NC(=O)C2COc3ccccc3O2)cc1 (stereo not given)
  -5.5% | -0.2%
COc1ccc(C(=O)/C=C\Nc2ccc([N+](=O)[O-])cc2)cc1
  -2.2% | 2.8%
CCOc1ccccc1NC(=O)N1CCCC1C(=O)Nc1ccc(NC(C)=O)cc1 (stereo not given)
  0.4% | -20.8%
CS(=O)(=O)N(CC(=O)NCc1ccncc1)Cc1ccc(Cl)cc1
  -3.3% | -0.8%
Cn1c(=O)c2c(nc(NCCc3ccccc3)n2Cc2ccc(F)cc2)n(C)c1=O
  -1.7% | -0.6%
O=c1cc(O)nc(SCc2ccc(Cl)cc2)[nH]1
  2.0%&6.5% | -11.4%&0.7%

(cont.)
Every second line gives: Hsp70 inhibitors | MKP-3 inhibition
CC(NC(=O)Cn1c(=O)[nH]c2ccsc2c1=O)C12CC3CC(CC(C3)C1)C2 (stereo not given)
  0.3% | x
O=C(NCCCn1ccnc1)c1cc2nc(-c3ccc(Br)cc3)cc(C(F)(F)F)n2n1
  -6.4% | x
O=C(CN(c1ccc(F)cc1)S(=O)(=O)c1ccc2c(c1)OCCO2)Nc1ccc2c(c1)OCO2
  -3.1% | 3.4%
COc1ccc(NC(=O)Nc2ccccc2C(F)(F)F)cc1
  2.7% | 1.7%
CC(C)c1cccc(C(C)C)c1OCCCCN1CCCC1
  -1.2% | x
CN1CCN(Cc2c(O)ccc3c(=O)c(-c4ccccc4)coc23)CC1
  -1.5% | 2.8%
CCn1cnc2cc(NC(=O)c3ccco3)ccc21
  1.5% | x
CCOC(=O)c1ccc(NC(=O)c2ccc([N+](=O)[O-])s2)cc1
  -0.6% | 4.7%
c1ccc(-c2nnn(C34CC5CC(CC(C5)C3)C4)n2)cc1
  5.5% | -6.5%
O=C(Cn1ncc2c1-c1ccccc1OC2)Nc1nc2ccccc2s1
  0.0% | -11.0%
CC(C)(C)C(=O)CN1C(=O)C2(OCCO2)c2ccccc21
  1.7% | -11.3%
CC1=C(C(=O)OC2CCCC2)C(c2ccccc2C(F)(F)F)C2=C(CCCC2=O)N1 (stereo not given)
  -3.2% | 0.0%
C1=C(c2ccccc2)Nc2nnnn2C1c1cccs1 (stereo not given)
  -0.2% | x
CC1=C(C(=O)Nc2ccc(C)cc2)C(c2ccccc2F)NC(=S)N1 (stereo not given)
  -0.8% | 1.9%
O=C(c1ccc(C#CC2(O)CCCCC2)cc1)N1CCN(Cc2ccccc2)CC1
  -0.2% | x

Carrying on:
Every second line gives: Hsp70 inhibitors | MKP-3 inhibition
CC(C)COc1ccc(C(=O)NCc2cccnc2)cc1
  1.2% | -0.7%
Cc1ccsc1C=Nc1ccc(O)cc1
  -0.7% | -7.0%
Cc1ccccc1-c1nc(CN2CCC(C(=O)NCCC3=CCCCC3)CC2)c(C)o1
  3.7% | -2.8%
OC(CN1CCN(c2ccccn2)CC1)Cn1c2ccccc2c2ccccc21 (stereo not given)
  0.4% | -6.8%
O=C(Nc1ncc(Cc2cc(Cl)ccc2Cl)s1)c1cccs1
  0.3% | -4.0%
CCn1cc(C(=O)Nc2cccc(NC(C)=O)c2)c2cc(OC)c(OC)cc2c1=O
  4.2% | 2.3%
C/C=C/c1ccc(Oc2nnnn2-c2ccc(C(N)=O)cc2)c(OC)c1
  5.2% | -3.4%
CCc1ccc(-c2csc(N)n2)cc1
  -3.7% | 4.7%
CC(=O)C1=C(O)C(=O)N(CCC(=O)O)C1c1ccc(Cl)cc1Cl (stereo not given)
  -0.1% | x
CC1CCC(NC(=O)c2ccc(CS(=O)(=O)Cc3ccccc3F)o2)CC1 (stereo not given)
  -2.8% | 8.6%
COc1cccc(NC2=CC(=O)CC(c3ccccc3)C2)c1 (stereo not given)
  1.1% | 0.9%
O=C(CCN1C(=O)c2ccncc2C1=O)NCc1ccc(Cl)cc1
  9.9% | -3.7%
CC(=O)c1cccc(NC2=C(Cl)C(=O)c3c(Cl)c(Cl)c(Cl)c(Cl)c32)c1
  3.0% | 6.3%
Cc1ccc(CN2CCN(N=Cc3sccc3C)CC2)c(C)c1
  -4.1% | 0.0%
CN=C(Nc1ccc(F)cc1)SC1CC(=O)N(c2ccccc2F)C1=O (stereo not given)
  0.9% | 1.3%

The list goes on.
Every second line gives: Hsp70 inhibitors | MKP-3 inhibition
CC(C)c1ccc(OC(=O)CCN2C(=O)c3ccccc3C2=O)cc1
  0.0% | 2.5%
Cc1c(N=C/C=C/c2ccccc2)c(=O)n(-c2ccccc2)n1C
  -0.1% | -3.1%
Cc1cc(Cl)ccc1OC(C)C(=O)Nc1cc(Cl)ccc1Cl (stereo not given)
  0.6% | 3.1%
O=C1SC(Nc2ccc(Br)cc2)C(=O)N1c1ccccc1 (stereo not given)
  0.2% | -0.4%
COc1ccc(C2CC(c3ccc(C)o3)=NN2C(C)=O)cc1 (stereo not given)
  -2.5% | 2.0%
COC(=O)C1=C(C)N(C)C(C)=C(C(=O)OC)C1c1cc(OC)ccc1OC
  -2.0% | 0.0%
O=C1C=C(Nc2cccc(O)c2)CC(c2ccco2)C1 (stereo not given)
  -0.1%&4.3% | 2.8%
O=C(Nc1ccccc1)c1ccccc1N=Cc1ccc(C=Nc2ccccc2C(=O)Nc2ccccc2)cc1
  4.1% | 3.4%
COc1ccc2occ(C(=O)c3ccc([N+](=O)[O-])cc3)c2c1
  -8.2% | 3.7%
CC1=CCCC(C)(C)C1C(=O)CC(C)Nc1ccccc1 (stereo not given)
  2.2% | 3.5%
O=C(NC(Cc1ccccc1)C(=O)O)OCc1ccccc1 (stereo not given)
  -2.0% | 3.7%
COc1ccc(/C=C2\CCOC2=O)cc1
  -5.5%&-5.0% | -1.9%
O=C(CCn1c(=O)oc2ccccc21)N1CCN(C(c2ccccc2)c2ccccc2)CC1
  0.2% | 4.7%
Cc1cc2c3c(c1)C1(C(=O)N3C(C)(C)CC2C)C(C#N)=C(N)Oc2cc(O)ccc21 (stereo not given)
  -1.1% | 1.9%
CCN(CC)S(=O)(=O)c1ccc2oc(SCc3ccc(F)cc3)nc2c1
  0.1% | -1.2%

(list continues)
molecule,Hsp70 inhibitors,MKP-3 inhibition
Cc1oc(-c2ccccc2F)nc1CS(=O)(=O)CC(=O)NCc1ccco1,x,-6.0%
O=C(c1cc(Cl)ccc1[N+](=O)[O-])N1CCN(c2cccc(Cl)c2)CC1,6.4%,0.5%
Cc1cc(C(=O)NCc2ccc3c(c2)OCO3)n(-c2ccccc2)n1,3.5%,-4.1%
O=C(Nc1ccc(F)cc1)C1C(c2ccccc2)C1(Cl)Cl (stereo not given),-0.4%,4.5%
Cc1ccc(C(=O)Nc2cc(-c3nc4ncccc4o3)ccc2C)cc1,4.9%,4.2%
CCOC(=O)CSc1nnc(CSc2nc3sc4c(c3c(=O)[nH]2)CCCC4)n1-c1ccccc1,-1.0%,x
CC(=O)c1ccc(NC(=O)C2CC(c3ccc(F)cc3)=NO2)cc1 (stereo not given),0.6%,-6.2%
CCOc1ccc(Cc2nc(N)nc(N)n2)cc1,-1.3%,-0.5%
O=C(O)C1C2C=CC3(O2)C1C(=O)N1c2ccccc2C2OCCC2C13 (stereo not given),3.0%,-22.1%
CCOc1ccc(C2CC(c3cccc(OC)c3)Nc3ncnn32)cc1 (stereo not given),-1.8%,0.1%

Sorted by length of the SMILES (lowest first): part of the list above
molecule,Hsp70 inhibitors,MKP-3 inhibition
CCOc1ccc(Cc2nc(N)nc(N)n2)cc1,-1.3%,-0.5%
O=C(Nc1ccc(F)cc1)C1C(c2ccccc2)C1(Cl)Cl (stereo not given),-0.4%,4.5%
Cc1cc(C(=O)NCc2ccc3c(c2)OCO3)n(-c2ccccc2)n1,3.5%,-4.1%
CCOC(=O)CSc1nnc(CSc2nc3sc4c(c3c(=O)[nH]2)CCCC4)n1-c1ccccc1,-1.0%,x

Entries of single compounds, quoted from the list:
O=C(c1cc(Cl)ccc1[N+](=O)[O-])N1CCN(c2cccc(Cl)c2)CC1 reads Hsp70 inhibitors = 6.4%; MKP-3 inhibition = 0.5%
Cc1ccc(C(=O)Nc2cc(-c3nc4ncccc4o3)ccc2C)cc1 reads Hsp70 inhibitors = 4.9%; MKP-3 inhibition = 4.2%

(list continues)
molecule,Hsp70 inhibitors,MKP-3 inhibition
COc1ccc(CCNC(=O)C2CCN(Cc3nc(-c4cccc(Cl)c4)oc3C)CC2)cc1OC,1.0%,-1.6%
COc1ccc(C(=O)ON=C2c3ccccc3-c3ccccc32)cc1OC,-23.9%,3.3%
COc1cccc(C2/C(=C(\O)c3ccccc3)C(=O)C(=O)N2Cc2cccnc2)c1 (stereo not given),-6.2%,3.1%
O=C(O)CN1C(=O)/C(=C\c2ccccc2Sc2ccc(Cl)cc2)SC1=S,1.8%,15.1%
Cc1ccc(Cc2ccccc2C(=O)O)cc1Cl,-0.6%,2.0%
CN(C(=O)c1ccccn1)c1nnc(-c2ccccn2)s1,-4.8%,-3.4%
CCOC(=O)c1c(C)oc2c1c(C(c1cccnc1)N1CCCCC1)c(O)c1ccccc12 (stereo not given),2.3%,x
COc1ccc(Br)cc1CN1CCN(C(=O)c2ccc(-c3ccccc3)cc2)CC1,0.7%,-1.2%
Cc1ccsc1/C=C1\CCc2ccccc2C1=O,4.4%,x
O=S(=O)(c1ccc(-c2csc(-c3cccnc3)n2)cc1)N1CCCC1,2.4%,-9.3%

Carrying on.
molecule,Hsp70 inhibitors,MKP-3 inhibition
CCCSc1nnc2n(Cc3ccccc3)c(=O)c3c4c(sc3n12)CCC4,2.0%,-2.7%
CCN1CCCC1CNC(=O)c1c(O)c2c([nH]c1=O)CCCC2 (stereo not given),4.1%,-7.7%
Cc1cc(C(=O)Nc2ccc(C(=O)O)cc2)c(C)o1,-1.0%,1.3%
CC(C)CCOC(=O)C1C2C=CC3(CN(Cc4cccs4)C(=O)C13)O2 (stereo not given),2.1%,-4.4%
COC(=O)C1=C(C)N(CC(C)C)C(=O)/C1=C\c1cccc(OC)c1O,-6.2%,3.8%
Cc1ccc(NC(=O)c2c(-c3ccccc3Cl)noc2C)c(C)c1,-1.8%,3.3%
Cc1nnc(NC(=O)CCC(=O)NCc2cccs2)s1,2.4%,x
Cc1ccccc1C(=O)Nc1nnc(-c2ccc(F)cc2)o1,2.2%,-0.8%
O=C(CN1CCCC1)N1CCCc2c1c(=O)oc1ccc(OCc3ccccc3)cc21,-1.2%,-3.2%
CSc1nc(-c2ccccc2)nc(N2CCN(C)CC2)c1C(C)=O,0.0%&-2.5%,3.6%&0.6%

Going on with the list:
molecule,Hsp70 inhibitors,MKP-3 inhibition
COc1ccc(NC(=O)CSC(N)=O)cc1,-1.3%,1.0%
CCCCCCCCN1C(=O)N(C)C(N(O)C(=O)NC)C1(C)C (stereo not given),4.0%,x
CC(C)=C1SC(N2CCN(c3cccc(C(F)(F)F)c3)CC2)=NC1=O,1.9%,x
O=C(Nc1nnc(C2CCCCC2)s1)c1cccs1,-2.0%,-1.0%
C=CCNC(=S)NNC(=O)c1ccc(OC(C)C)cc1,1.5%,x
CCOc1ccc(NS(=O)(=O)c2ccc(NS(C)(=O)=O)cc2)cc1,0.0%,-0.3%
O=C(O)CN(CCO)CCN(CC(=O)O)CC(=O)O,-3.5%&6.8%,x
O=C(CCCCC(=O)NN=Cc1ccncc1)NN=Cc1ccncc1,1.1%,-1.8%
O=C(Oc1ccc(/C=N/NC(=O)C(O)c2ccccc2)cc1)c1cccc2ccccc12 (stereo not given),-3.7%,0.0%
Cc1nc(C)n(C(=O)N(c2ccccc2)c2ccccc2)n1,1.6%,-5.3%
